# High-throughput results as filed in PubChem.
# Cycloheximide cs = counter-screen for Shiga toxin inhibitors: cycloheximide protein synthesis inhibition. cell reporter, cycloheximide protein synthesis inhibition counterscreen. max response, %. 300,000 tested, 12% active. AID 2314; in the data active = max response mostly above about 13%, no sharp cut-off; inactive = mostly below about 14%; note: read at 38.3 µM for the half of the compounds with a filed dose; 0% is about no effect
# AmpC inh detg = blocks E. coli AmpC beta-lactamase in detergent assay. Potency, µM (titrated, usually from 114 µM), inactives show at the highest dose activity change, negative = inhibition, most hits filed as inhibitors. AmpC hydrolysis of nitrocefin, absorbance 480 nm, 0.01% Triton. P00811. 370,000 tested, 0.041% active;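 note: potency is the fitted concentration of half-maximal effect; 0% = no-compound wells and -100% = no-enzyme wells; nearly all actives have a fitted effect of over 25% in size; some results filed as inactive show a strong effect at the top dose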
# Target sequence (P00811 whole entry, looked up): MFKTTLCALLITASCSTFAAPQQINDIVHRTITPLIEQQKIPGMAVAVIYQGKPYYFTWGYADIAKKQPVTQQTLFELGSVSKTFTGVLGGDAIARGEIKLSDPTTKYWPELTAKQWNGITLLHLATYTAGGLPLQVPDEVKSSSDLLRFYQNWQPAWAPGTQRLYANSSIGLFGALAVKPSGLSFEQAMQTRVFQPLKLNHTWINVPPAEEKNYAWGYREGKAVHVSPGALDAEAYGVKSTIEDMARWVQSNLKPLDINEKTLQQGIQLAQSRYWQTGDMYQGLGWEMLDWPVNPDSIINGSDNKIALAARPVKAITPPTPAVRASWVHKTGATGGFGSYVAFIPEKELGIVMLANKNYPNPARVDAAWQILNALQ
#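 AmpC (5.3 nM in the dispensed reagent) in 20 mM phosphate pH 7.0 with 0.01% (detergent screen) or 0.0001% Triton X-100 was preincubated with compounds for 15 min at room temperature. Nitrocefin was then added from an 800 uM solution, and hydrolysis was followed at 480 nm.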
# FBPA Giardia inh = Giardia lamblia aldolase inhibition; A8B2U2; purified Giardia FBPA; Potency, µM (titrated, usually from 59.6 µM), for the others: at the top dose activity, negative = inhibition, usual class: inhibitors; 290,000 tested, 0.71% active; AID 2451; note: potency is the fitted concentration of half-maximal effect; % is set by controls: 0 for no effect and ±100 for the full control effect; nearly all actives have a fitted effect of over 55% in size
# Target sequence (A8B2U2 whole entry, looked up): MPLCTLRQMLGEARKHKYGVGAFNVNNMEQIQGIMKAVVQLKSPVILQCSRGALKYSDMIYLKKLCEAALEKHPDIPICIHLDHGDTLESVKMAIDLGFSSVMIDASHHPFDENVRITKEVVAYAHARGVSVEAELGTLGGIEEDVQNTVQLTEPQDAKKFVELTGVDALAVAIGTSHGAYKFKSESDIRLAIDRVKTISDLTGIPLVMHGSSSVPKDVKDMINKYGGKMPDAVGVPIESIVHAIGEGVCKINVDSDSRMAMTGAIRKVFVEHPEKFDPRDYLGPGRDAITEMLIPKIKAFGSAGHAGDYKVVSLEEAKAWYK
#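 40 nM FBPA preincubated 10 min at RT with compound (up to 57.5 uM final), then substrate plus GAPDH/TPI/NAD/arsenate coupling and diaphorase/resazurin added. Fluorescence read after 20 min at RT, 525/598 nm.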
# AMA1 RON2 block = disrupts binding of P. falciparum AMA1 to RON2. AlphaScreen AMA1-biotinylated RON2 peptide binding. Potency, µM (doses to about 58.2 µM), without a hit: top-dose activity change, negative = inhibition, hits mostly inhibitors. 360,000 tested, 0.2% active. AID 720542;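 note: potency is the fitted concentration of half-maximal effect; 0% = vehicle wells and -100% = peptide control; nearly all actives have a fitted effect of over 45% in size; some results filed as inactive show a strong effect at the top dose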
#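 AMA1 (3D7) with his tag at 25 nM final met compounds first, then biotinylated RON2 peptide at 25 nM; detection used donor plus acceptor beads, 10 µg/mL apiece, read by AlphaScreen after 30 min at room temperature.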
# HCMV inh = inhibitors of human cytomegalovirus | HFF cells, HCMV-luciferase reporter, 72 h; hits give low values | 410,000 tested, 4.5% active | activity change, negative = inhibition, % at 57.5 µM | AID 1259415; in the data active = activity change below about -60%; inconclusive = no clear call, values can overlap the other calls; inactive = above about -39%; note: % is set by controls: 0 for no effect and ±100 for the full control effect
#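 Luciferase read-out from HCMV-luciferase-infected HFFs (MOI 1 PFU/cell) 72 h post infection at 37C; compounds added after 16 h cell attachment; activity normalized between buffer-only basal and Salinomycin (10uM) inhibitor controls.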
# Shiga toxin inh = blocks Shiga toxin action in Vero cells; 290,000 tested, 9.2% active; Vero cells, Shiga toxin protein synthesis inhibition reporter; inhibition, % at 38.7 µM; in the data active = inhibition mostly above about 28%, no sharp cut-off; inactive = mostly below about 43%; note: 0% is about no effect
# AmpC inh no detg = blocks E. coli AmpC beta-lactamase in detergent-free assay | AID 485341 | Potency, µM (titrated, usually from 57.1 µM), inactives show top-dose activity change, negative = inhibition, usual class: inhibitors | AmpC nitrocefin hydrolysis, absorbance 480 nm, 0.0001% Triton | 330,000 tested, 0.52% active;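 note: potency is the fitted concentration of half-maximal effect; plate controls were no compound for no effect and no enzyme for full effect; nearly all actives have a fitted effect of over 20% in size; some results filed as inactive show a strong effect at the top dose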
#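 20 mM phosphate pH 7.0 + 0.01% (detergent screen) or 0.0001% Triton X-100; 5.3 nM AmpC reagent; cpd preinc 15 min RT; nitrocefin (800 uM stock) to start; A480 q20 s × 4 min; Activity was normalised to no-enzyme and no-compound control wells.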
# Numbers without * were called inactive; ? = inconclusive; · = not tested or not shown; & = joins results of further samples; [ ] = dose if it differs, or a comment. Unless noted, calls come from the whole dose curve; as a rule, active = well fitted curve in the direction sought with a large enough effect; inconclusive = small, poorly fitted or top-dose-only effect, or another doubt; inactive = no such curve, though single readings can be large; an effect the other way counts as inactive or inconclusive. No enrichment for hits, and some 16% of all compounds hit somewhere here.
Molecule | Cycloheximide cs | AmpC inh detg | FBPA Giardia inh | AMA1 RON2 block | HCMV inh | Shiga toxin inh | AmpC inh no detg
CN(CCc1ccccn1)C1CC(=O)N(c2ccc(Cl)cc2)C1=O (stereo not drawn) | -4 | -5% | -2% | 16% | 38 | 20 | -5%
COc1cc(-c2nnc(NC(=O)CCS(=O)(=O)c3ccccc3)o2)cc(OC)c1OC | · | 5% | · | 53%[activator] | 126 | · | -13%
CC(C)(C)n1nnnc1C(c1cccs1)N1CCN(C(=O)c2ccco2)CC1 (stereo not drawn) | 0 | 2% | -4% | -5% | 4 | -9 | 1%
CCC(=NCCOc1ccc(Cl)cc1)c1c(O)n(C)c(=O)n(C)c1=O | -1 | -4% | -2% | -6% | ? | -2 | 101%[activator]
CCC(=O)N1CCN=C1SCc1cccc(F)c1 | 2 | -3% | · | 8% | -22 | 6 | -16%
Cn1cnnc1SCC(=O)Nc1ccc2c(c1)CCC2 | 15* | -14% | -3% | 10% | 26 | 35* | -20%
COc1ccccc1NC(=O)CCS(=O)(=O)c1ccc2c(c1)NC(=O)C(C)S2 (stereo not drawn) | -5 | 2% | 10% | 11% | · | 32 | -7%
C=CCN(CC=C)S(=O)(=O)c1ccc2nsnc2c1 | -7 | 9% | -14% | -3% | -29 | -15 | -24%
CC(=O)OCC1O[C@@H](O[C@@H]2C[C@H]3C(C)(C)[C@H](OC(C)=O)CC[C@]3(C)[C@H]3CC[C@]45C[C@]4(CC[C@H]5[C@@H](C)C[C@@H](O)[C@H](O)C(C)(C)O)[C@@]32C)[C@H](O)[C@@H](O)[C@@H]1O (stereo partly drawn) | -12 | ? | -8% | · | · | -7 | 324%[activator]
CCC/C(=N\NC(=O)c1ccc(CSc2nncn2C)cc1)c1ccccc1 | 9 | 1% | -5% | 16%[11.6 µM] | -2 | 13 | -33%
COC(=O)c1ccc(NC(=O)COC(=O)c2cccc3c(=O)c(C)c(-c4ccccc4)oc23)cc1 | 1 | -5% | 4% | 9% | -20 | -41 | -43%
COc1ccc(C(C(=O)NC2CCCC2)N(CCN(C)C)C(=O)c2snc(C(N)=O)c2N)cc1 (stereo not drawn) | -3 | ? | 0% | 12% | 6 | 1 | 213%[activator]
O=C1OCc2cc(NC(=O)C3CCCCC3)ccc21 | 14 | 3% | 0% | 1% | 20 | 24 | -24%
CCOc1cc(Br)cc(C(c2c(C(=O)O)[nH]c3ccccc23)c2c(C(=O)O)[nH]c3ccccc23)c1O | -2 | ? | 15% | -15% | 37 | · | -33%
OC(C#CCN1CCCCCC1)(c1ccccc1)c1cccnc1 (stereo not drawn) | -1 | 9% | ? | 5% | 25 | -3 | -7%
[O-]c1n[n+](-c2ccc(Cl)cc2Cl)cc2ccccc12 | 1 | 3% | -11% | 6% | -27 | -14 | -7%
O=C(C1CCC(CNc2nc(=S)[nH]c3ccccc23)CC1)N1CCN(c2ccccn2)CC1 (stereo not drawn) | -7 | -15% | -1% | 17% | -107* | -27 | -6%
Cc1ccc(NC(=O)/C(C#N)=C/c2ccc(Sc3nc(C)cc(C)n3)o2)cc1 | 1 | -1% | -2% | 1% | 13 | 59 | -20%
C=CCSc1nnc(-c2ccncc2)n1-c1ccc(OCC)cc1 | -3 | 2% | -1% | -7% | -35 | -8 | 34%
N=c1sccn1CC(=O)Nc1ccccc1Sc1ccccc1 | 9 | 8% | 0% | -14% | -62* | 4 | -5%
CCn1c(SCC(=O)N/N=C/c2c[nH]c3ccccc23)nnc1-c1ccc(C)cc1 | -5 | ? | -14% | 45%[activator] | 56 | 17 | 2%
Cc1cccc(Cn2c(SCCN3CCOCC3)nc3c2c(=O)n(C)c(=O)n3C)c1 | -1 | ? | 6% | -10% | -34 | -16 | 155%[activator]
CC(C)(C)c1ccc(-n2ncc3c2CCCC3NC(=O)CN2CCCCC2=O)cc1 (stereo not drawn) | 1 | -1% | -5% | 0% | ? | 13 | 151%[activator]
CN(C(=O)CCS(=O)(=O)c1cc2c(cc1Cl)NC(=O)CO2)C1CCCCC1 | -2 | -8%&10% | -9% | 0% | -7&-9 | 1 | -44%
O=C(CN1C(=O)c2cccc3cccc1c23)N1CCN(c2ccccc2)CC1 | -2 | 5% | 0% | 10% | 33 | -7 | -23%
CN(C)c1ccc(C=C2C(=O)OC3(CCCC3)OC2=O)cc1 | 1 | -1% | -7% | -9% | 4 | 10 | -4%
COc1cc(CN2CCC(C(=O)NC3CCCC3)CC2)cc(Br)c1O | -5 | -9% | -27% | -5% | 21 | 2 | -30%
CN(CCOc1ccc(Br)cc1)CC(O)COc1ccc(C#N)cc1 (stereo not drawn) | -4 | -4% | 4% | 0% | ? | -7 | 104%[activator]
Cc1ccc(CCC(=O)Nc2ncc(Cc3cc(Cl)ccc3Cl)s2)o1 | -5 | -7% | 2% | 2%[11.6 µM] | -90* | -6 | 20µM*
CCOC(=O)c1nc2nc(-c3cccs3)cc(C(F)(F)F)n2n1 | 4 | ? | 11% | 3% | -25 | -7 | -15%
O=C(CSC1=NNC(c2ccccn2)S1)Nc1ccccc1 (stereo not drawn) | 22* | 0% | ? | -82% | -97* | 36 | -50%
O=C(Oc1ccc2ccccc2c1Cl)N1CCCCCC1 | 66* | ? | 8% | 23% | -39 | 71* | -31%
Cc1coc2c1c(C)cc1oc(=O)c(CC(=O)N[C@@H](CC(C)C)C(=O)O)c(C)c12 | -7 | -1% | 3% | 0% | -14 | 19 | -21%
CCOC(=O)N1C(=O)[C@@](c2ccc(Cl)cc2)(C(C)C)N1C(=O)OCC | -1 | -1% | -8% | -2% | 44 | 6 | 43%
CCc1nc(NCC(C)C)c(C#N)c2c1COC(C)(C)C2 | 1 | -12% | 3% | 15% | -17 | -7 | -3%
CC(=O)N1CCN(C(=O)c2ccc(C)c(S(=O)(=O)N3CCCCC3)c2)CC1 | · | · | · | 0%[11.6 µM] | 0 | · | 13%
COc1ccc(NC(=O)c2ccco2)c([N+](=O)[O-])c1 | 20* | 0% | -1% | -29% | 6 | 35* | -11%
Cc1cc(C)n2nc(-c3cnn(C)c3C(F)(F)F)c(Cl)c2n1 | -4 | 1% | 6% | 0% | -6 | -11 | -3%
CC(C)(C)NC(=O)Cn1c(=O)oc2cc(S(=O)(=O)N3CCc4ccccc43)ccc21 | -1 | ? | -1% | 11% | -10 | -7 | -26%
Cc1cc(NCc2ccco2)nc(N2CCC(C(=O)NC3CCCCC3)CC2)n1 | -1 | 6% | 2% | 5% | -3 | 2 | 45%
CCCc1ccc2oc(C(=O)N(C)Cc3nccs3)c(C)c2c1 | 56* | 2% | · | 18% | 51 | 117* | 149%[activator]
Cc1ccc(-c2nc(CN(C)Cc3ccc4nccnc4c3)c(C)o2)s1 | 1 | 3% | -5% | -3% | -14 | -15 | 74%[activator]
N#Cc1ccccc1NC(=O)COC(=O)CSc1nc2ccccc2o1 | 1 | -3% | 3% | -2% | 74 | -5 | -14%
Cn1c(SCc2ccc(Br)cc2)nc2c(c1=O)SCC2 | -3 | ? | 0% | -22% | 27 | -3 | -6%
O=C(CNC(=O)c1ccccc1F)Nc1ccc2c(c1)CCC2 | · | -1% | · | -4% | 27 | · | -14%
COc1cccc(N(C(=O)c2snc(C(N)=O)c2N)C(C(=O)NCC2CCCO2)c2ccc3ncccc3c2)c1 (stereo not drawn) | -3 | -3% | · | -4% | -6 | -7 | 111%[activator]
Cc1ccc(S(=O)(=O)/N=C2/C=C(C3C(=O)CC(C)(C)CC3=O)C(=O)c3ccccc32)cc1 | 41* | -3% | ? | -14% | -24 | 140* | -35%
C=CCn1c(=O)[nH]c2nc3cc(N=CN(C)C)c(C)cc3nc2c1=O | -1 | -1% | ? | -8% | ? | 8 | -8%
COP(=O)(OC)c1nc(-c2ccccc2)oc1NCc1ccccc1 | -5 | -9% | 0% | -12% | -24 | -6 | 136%[activator]
CCN1CCN(c2nc(N)c([N+](=O)[O-])c(Nc3ccc(C)c(C)c3)n2)CC1 | -5 | 0% | 3% | -8% | 2 | -12 | -23%
O=C(CSc1nnc(-c2ccncc2)n1Cc1ccco1)c1ccc(Cl)cc1 | -3 | -4% | -7% | 17% | -19 | 0 | 6%
CSC1=NCCN1C(=O)c1c(-c2ccccc2Cl)noc1C | -1 | -3% | 1% | -8% | -4 | -4 | -6%
CN1CCN(c2nc3ccccc3nc2C(C#N)C(=O)OC2CCCCC2)CC1 (stereo not drawn) | 6 | 3% | 0% | -11% | 13 | 19 | 24%
COCCNC(=O)Cn1cc2c(n1)CCC(C)C2 (stereo not drawn) | -11 | ? | 1% | -1% | 15 | -14 | -11%
CC(=O)Nc1ccc(OC(=O)c2ccccc2N)cc1 | 19* | 4% | 0% | 9% | 0 | -53 | 13%
O=C(CCc1ccccc1)NC(=S)Nc1ccccc1[N+](=O)[O-] | 12 | ? | -33% | 21% | 15 | 33 | -47%
Cc1cc(NC(=O)C(C)SCC(=O)Nc2cc(Cl)ccc2N2CCN(C)CC2)no1 (stereo not drawn) | · | ? | · | 53%[activator] | -16 | · | -6%
COc1ccc(Br)cc1CNC(=O)C1CCN(S(=O)(=O)N2CCCCC2)CC1 | -3 | ? | 5% | 1% | ? | -11 | 49%
O=C(CSc1nc2ccccc2o1)N/N=C/c1ccco1 | 21* | -3% | -23% | 74%[activator] | 6 | 50* | -20%

# Not a retest: nine of the compounds above.
Molecule | Cycloheximide cs | AmpC inh detg | FBPA Giardia inh | AMA1 RON2 block | HCMV inh | Shiga toxin inh | AmpC inh no detg
C=CCn1c(=O)[nH]c2nc3cc(N=CN(C)C)c(C)cc3nc2c1=O | -1 | -1% | ? | -8% | ? | 8 | -8%
COP(=O)(OC)c1nc(-c2ccccc2)oc1NCc1ccccc1 | -5 | -9% | 0% | -12% | -24 | -6 | 136%[activator]
CCN1CCN(c2nc(N)c([N+](=O)[O-])c(Nc3ccc(C)c(C)c3)n2)CC1 | -5 | 0% | 3% | -8% | 2 | -12 | -23%
O=C(CSc1nnc(-c2ccncc2)n1Cc1ccco1)c1ccc(Cl)cc1 | -3 | -4% | -7% | 17% | -19 | 0 | 6%
CSC1=NCCN1C(=O)c1c(-c2ccccc2Cl)noc1C | -1 | -3% | 1% | -8% | -4 | -4 | -6%
CN1CCN(c2nc3ccccc3nc2C(C#N)C(=O)OC2CCCCC2)CC1 (stereo not drawn) | 6 | 3% | 0% | -11% | 13 | 19 | 24%
COCCNC(=O)Cn1cc2c(n1)CCC(C)C2 (stereo not drawn) | -11 | ? | 1% | -1% | 15 | -14 | -11%
CC(=O)Nc1ccc(OC(=O)c2ccccc2N)cc1 | 19* | 4% | 0% | 9% | 0 | -53 | 13%
O=C(CCc1ccccc1)NC(=S)Nc1ccccc1[N+](=O)[O-] | 12 | ? | -33% | 21% | 15 | 33 | -47%
